ERAP1 HTS inh: blocks human ERAP1 aminopeptidase activity; Q9NZ08; recombinant ERAP1, Leu-AMC fluorescence, 60 min; inhibition, % at 10.7 µM; 340,000 compounds, 0.15% hits;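 active means mean replicate inhibition of at least 30%, or all replicates individually reaching that 30% level; inactive means mean below 30% and not every replicate reaching it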;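 further: 0% = neutral control wells and 100% = L-leucinethiol positive control wells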
E-selectin induc: induces E-selectin expression in human endothelial cells. P16581. HUVEC E-selectin immunofluorescence imaging; normalized: neutral wells 0, TNF-alpha wells 100. activation, % at 7.58 µM. 260,000 compounds, 0.37% hits;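 active means mean E-selectin-positive cell signal at least 10% of the positive control, reached in at least 60% of replicates, without over 20% cell loss; inconclusive means no rule given, readout overlaps actives, possibly toxicity-flagged; inactive means the rest, including those meeting only one limit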;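 further: in these data hits start at about 27%; measured in HUVEC primary endothelial cells; signal is the percent of cells scored E-selectin positive by PE staining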
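Read-out: % PE-positive cells | Test system: HUVEC | Doses: One compound dose added by pin transfer | Buffer or medium: EGM-2 over gelatin coat | Signal: Immunofluorescence imaging | Benchmarks: TNF-alpha, DMSO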
RAD54 branch: RAD54 (human) branch migration inhibition; 360,000 compounds, 0.14% hits; RAD54 Holliday junction branch migration, FAM/BHQ fluorescence; inhibition, % at 10.4 µM; Q92698;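 active means mean normalized replicate activity at least 40 and at least half of replicates scoring 40 or more; inconclusive means only one of the two criteria met; inactive means mean below 40 and under half of replicates reaching 40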;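 further: 0% = median of neutral control wells and 100% = median of positive control wells; inhibitors cause a drop in the FAM fluorescence signal; in these data hits start at about 50%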
Target sequence (Q92698 whole entry, looked up): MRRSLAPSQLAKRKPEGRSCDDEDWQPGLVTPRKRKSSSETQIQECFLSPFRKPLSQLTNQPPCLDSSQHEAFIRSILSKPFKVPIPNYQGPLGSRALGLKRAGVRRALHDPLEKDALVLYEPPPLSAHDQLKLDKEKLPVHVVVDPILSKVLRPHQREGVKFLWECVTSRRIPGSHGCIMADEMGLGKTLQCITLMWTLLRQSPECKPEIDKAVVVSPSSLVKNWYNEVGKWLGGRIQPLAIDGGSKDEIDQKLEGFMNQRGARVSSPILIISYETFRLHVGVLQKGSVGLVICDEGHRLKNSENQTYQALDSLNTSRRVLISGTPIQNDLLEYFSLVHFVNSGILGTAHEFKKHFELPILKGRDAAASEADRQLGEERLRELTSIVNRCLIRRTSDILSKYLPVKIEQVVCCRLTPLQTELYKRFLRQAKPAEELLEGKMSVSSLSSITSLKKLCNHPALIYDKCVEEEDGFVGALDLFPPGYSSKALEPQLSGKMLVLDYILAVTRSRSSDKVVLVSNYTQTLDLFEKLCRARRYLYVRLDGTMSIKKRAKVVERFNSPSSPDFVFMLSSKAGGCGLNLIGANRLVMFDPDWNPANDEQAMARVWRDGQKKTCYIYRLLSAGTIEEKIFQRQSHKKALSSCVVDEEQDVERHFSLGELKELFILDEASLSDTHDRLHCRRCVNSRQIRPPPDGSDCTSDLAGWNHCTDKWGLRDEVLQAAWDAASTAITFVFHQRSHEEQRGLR
ERp5 block: blocks human ERp5 reductase activity on insulin; Q15084; ERp5 insulin aggregation, absorbance 650 nm, 90 min; inhibition, % at 9.99 µM; 350,000 compounds, 0.05% hits; AID 651711;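 active means mean replicate inhibition above about 25%, with every replicate also reaching it, limit read from the data, passing the limit was not always enough; inconclusive means only one of those two criteria met; inactive means neither criterion met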
Xi reactivation: activators of X-chromosome reactivation in mouse fibroblasts; XiGFP mouse fibroblasts, % GFP-positive cells imaging, 3 d; cells co-treated with 5-aza-dC sensitizer; scaled so ellipticine positive control = 100%; activation, % at 7.58 µM; 360,000 compounds, 0.055% hits;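 active means mean normalized replicate activation at least 10% and every replicate at or above 10%; inconclusive means only one of the two criteria met; inactive means mean below 10% and not all replicates reach 10%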;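 further: 0% = median of on-plate neutral control wells and 100% = ellipticine 6 µM median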
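System: 68-5-11 XiGFP fibroblast line; Timing: 3 days compound exposure; Compound dosing: one concentration, pinned; Benchmarks: positive control ellipticine, 6 µM final; Buffer or medium: DMEM containing 5-aza-dC.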
S100A4 inh HTS: blocks human S100A4 binding to myosin IIA peptide | AID 652163 | 360,000 compounds, 0.14% hits | S100A4/TAMRA-MyoIIA peptide fluorescence polarization | inhibition, % at 10.7 µM;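 active means mean inhibition of at least 70% across replicates, with every replicate also reaching that level; inconclusive means mean inhibition reaches 70% but some replicates fall short; inactive means mean inhibition below 70%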
Target sequence (P26447 whole entry, looked up): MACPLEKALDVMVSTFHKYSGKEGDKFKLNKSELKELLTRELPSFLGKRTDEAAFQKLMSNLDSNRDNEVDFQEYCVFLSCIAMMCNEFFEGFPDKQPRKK
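Test system – S100A4 monomer (human) · Compound – single-point compound testing · Schedule – 5 min incubation before reading · Probe or stimulus – TAMRA-labelled myosin IIA heavy-chain peptide probe, 5 nM · Benchmarks – neutral control DMSO, positive control TFP · Medium – Calcium-containing HEPES buffer, pH 7.2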
esBAF inh: SWI/SNF esBAF complex inhibition; mouse ES cells, Bmi1-luciferase knock-in reporter, 24 h; 100% = twice the neutral-well signal; reporter increase, % at 12.5 µM; 350,000 compounds, 2% hits; AID 602393; in the data active means activation above about 40%; inconclusive means no clear call, values can overlap the other calls;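 further: 0% = median of the plate's neutral control wells and 100% = double that signal; a rise in the Bmi1 reporter signal indicates esBAF inhibition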
RAD52 inh: RAD52 (human) annealing inhibition; P43351; recombinant RAD52 DNA annealing, FRET fluorescence; inhibition, % at 18.7 µM; 360,000 compounds, 0.46% hits; AID 651710;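 active means every replicate showing at least 50% inhibition; inconclusive means mean inhibition at least 50% but not in every replicate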
* marks the source's active call; other numbers are inactive results; ? = inconclusive; . = not tested or not shown. No enrichment for hits; any-hit rate near 2.5%.

No.	compound	ERAP1 HTS inh	E-selectin induc	RAD54 branch	ERp5 block
1	CCC1=NN(S(=O)(=O)c2ccc(C)cc2)C(O)(C(F)(F)F)C1 (centres undefined)	-3	.	.	-2
2	O=C(/C=C/c1ccccc1Cl)NCCc1ccc(F)cc1	-4	0.3	6	0
3	Cc1cc2oc(C(=O)N3CCN(CCc4ccccn4)CC3)c(C)c2cc1C	-2	.	-13	1
4	COc1ccc(N(CC(=O)Nc2ccccc2C(=O)O)S(=O)(=O)c2ccc(C)c([N+](=O)[O-])c2)cc1	2	-0.2	2	0
5	O=C(COC(=O)/C=C/c1ccc2c(c1)OCO2)NC1CC1	-4	.	.	2
6	COc1ccc(C#Cc2ccc([C@@H]3[C@H](CO)N4CCCCN(C(=O)Nc5cccc(F)c5)C[C@@H]34)cc2)cc1	0	-0.5	33	2
7	CCN(CC)C(=O)c1cccc(-c2csc(C(O)(c3ccccc3)C(F)(F)F)n2)c1 (centres undefined)	1	0.1	-17	10
8	CC(=O)c1ccc(NS(=O)(=O)c2ccc(N)cc2)cc1	-3	.	-4	-2
9	O=c1cc(CSc2ccc(Cl)cc2)nc(-c2ccccc2)[nH]1	-1	.	.	-2
10	CO[C@@H]1CN(C)C(=O)c2ccc(NC(=O)C3CCOCC3)cc2OC[C@H](C)N(Cc2nccs2)C[C@@H]1C	0	0.1	-4	6
11	COc1ccc(/C(C)=N/NC(=O)c2nnn(-c3nonc3N)c2-c2cccs2)cc1	1	.	-7	6
12	C[C@@H]1CN([C@H](C)CO)C(=O)c2cc(NS(=O)(=O)c3ccc(F)cc3)ccc2O[C@@H](C)CCCCO[C@H]1CN(C)C(=O)Nc1ccc2c(c1)OCO2	.	0.0	-3	.
13	C[C@H]1CN([C@@H](C)CO)C(=O)c2cccc(NS(C)(=O)=O)c2O[C@H]1CN(C)Cc1ccc(C(=O)Nc2ccccc2N)cc1	-1	.	2	11
14	COc1ccccc1C(=O)Nc1ccc2c(c1)C(=O)N(C)C[C@@H](OC)[C@H](C)CN(C(C)=O)[C@@H](C)CO2	2	0.1	-4	-15
15	FC(F)(F)c1ccc(Oc2ccc(Cl)cc2Br)nc1	0	0.0	.	-1

No.	Xi reactivation	S100A4 inh HTS	esBAF inh	RAD52 inh
1	0.0	-1	.	-1
2	-0.1	-3	12	-15
3	0.2	-5	-10	-14
4	0.0	-1	-8	-9
5	0.0	-1	.	-5
6	0.0	9	-11	-21
7	-0.1	2	7	-10
8	0.2	-10	9	-33
9	0.0	0	.	-6
10	0.3	0	1	-6
11	0.1	-8	7	7
12	0.2	.	-2	.
13	0.2	5	-3	-7
14	0.3	-10	6	2
15	0.2	11	.	2

Remaining list, next part.
No.	compound	ERAP1 HTS inh	E-selectin induc	RAD54 branch	ERp5 block
16	CCn1c(SCc2nnc(-c3ccccc3)o2)nnc1-c1ccc(S(=O)(=O)N2CCCC2)cc1	5	.	0	5
17	O=C(Nc1nnc(C2CC2)s1)c1cc(S(=O)(=O)N2CCCCC2)ccc1N1CCOCC1	.	-0.1	-4	10
18	CC1CN(Cc2c(O)ccc3c(=O)c(-c4ccccc4)coc23)CC(C)O1 (centres undefined)	-2	.	7	2
19	O=C(Nc1ccccc1C(=O)NCc1cccnc1)c1ccc(Cl)cc1Cl	3	.	.	10
20	C/C=C/c1ccc([C@@H]2[C@@H](CN(CC)C(C)=O)N(Cc3cccnc3)[C@H]2CO)cc1	.	0.0	0	-4
21	CC(C)c1c(C(=O)N/N=C/c2ccccc2C(=O)O)nnn1-c1nonc1N	1	-0.2	8	-1
22	COCC(=O)N1C[C@H]2[C@@H](c3ccccc31)[C@@H](CO)N2Cc1ccccc1	.	-0.7	8	0
23	CCN(CC(=O)NCc1ccc(F)cc1)C(=O)Cc1c(F)cccc1Cl	0	.	2	2
24	C[C@H](CO)N1C[C@H](C)[C@H](CN(C)C(=O)Cc2ccccc2)OCCCC[C@H](C)Oc2ccc(NC(=O)Cc3ccccc3)cc2C1=O	0	-0.3	1	-6
25	COc1ccc(NC(=O)C(C)N(C)Cc2ccc3ccccc3c2)cc1 (centres undefined)	-4	.	-2	5
26	O=C(CCNC(=O)c1ccc(Br)cc1)NNC(=O)COc1ccccc1F	2	-1.0	.	9
27	Cc1ccc(S(=O)(=O)n2c([N+](=O)[O-])cnc2C)cc1C	1	.	.	-10
28	CN(C)CCCNC(=O)CCc1ncc(C(F)(F)F)cc1Cl	-1	.	-5	2
29	C=CCNC(=S)Nc1ccc(C)c(S(=O)(=O)N2CCCCC2)c1	8	.	-7	-2
30	CC1=C(C(=O)N2CCCCC2)C2(CCC(C)CC2)OC1=O (centres undefined)	3	.	7	-2

No.	Xi reactivation	S100A4 inh HTS	esBAF inh	RAD52 inh
16	.	-2	-1	1
17	.	6	-3	-20
18	0.0	-3	3	-7
19	-0.1	3	.	-6
20	0.3	.	-1	-13
21	0.0	0	-9	-10
22	0.1	.	-4	-10
23	0.2	-3	-6	-9
24	0.5	0	3	-6
25	-0.1	0	-5	-21
26	0.0	-2	.	4
27	0.0	3	.	-21
28	0.0	-2	0	-24
29	0.0	-5	-5	-34
30	0.1	-3	-2	0

Remaining list, next part:
No.	compound	ERAP1 HTS inh	E-selectin induc	RAD54 branch	ERp5 block
31	CCc1nnc(N/N=C/c2c(F)cccc2Cl)n1N	0	-0.1	-2	2
32	Cc1ccnc(N2C(=O)c3ccccc3C2O)c1 (centres undefined)	8	4.0	-1	-9
33	Cc1occc1C(=O)NNC(=O)c1ccccc1[N+](=O)[O-]	-1	-0.1	-4	-2
34	CCCCn1c(N)c(N(CC)C(=O)c2cc3c(s2)CCCCC3)c(=O)[nH]c1=O	-1	.	-4	2
35	CC=Cc1ccc2n(c1=O)C[C@H]1[C@H](CO)[C@@H](C(=O)Nc3ccccc3)N(CC)[C@@H]21 (mixture of isomers)	-4	-0.7	.	-3
36	O=C(/C=C/c1ccccc1)NCCc1nc2ccccc2[nH]1	-8	.	-10	-1
37	Cn1c(N)c(C(=O)COC(=O)CNC(=O)c2ccccc2Cl)c(=O)n(C)c1=O	2	-0.1	5	5
38	Cc1ccc(S(=O)(=O)N(C)C[C@H]2OCCCC[C@@H](C)Oc3ccc(N(C)C)cc3C(=O)N([C@H](C)CO)C[C@H]2C)cc1	3	0.2	4	-3
39	COC(=O)C[C@H]1CC[C@@H]2[C@@H](COc3ccc(NC(=O)c4ccc(OC)cc4)cc3C(=O)N2C)O1	-1	0.0	-10	5
40	COC(=O)c1c(-c2c(Cl)cccc2Cl)noc1C(=O)NN	3	4.9	.	-1
41	Cc1ccccc1-c1nc(NC(C)C)nc2cc(-c3ccccc3)sc12	0	.	-4	1
42	O=C(C[n+]1cccc(Br)c1)c1cccs1	0	.	-3	2
43	COc1ccc(C(O)c2ncc(-c3ccccc3)[nH]2)cc1F (centres undefined)	-3	0.0	6	-1
44	O=C(C[C@@H]1C[C@H]2c3cc(NC(=O)Nc4ccccc4)ccc3O[C@H]2[C@H](CO)O1)NCc1ccncc1	-3	-0.3	-7	-3
45	COc1ccc(-c2nnn(-c3cc(Cl)cc(Cl)c3)c2N)cc1	2	.	.	1

No.	Xi reactivation	S100A4 inh HTS	esBAF inh	RAD52 inh
31	0.0	2	3	-11
32	0.0	-1	-15	-7
33	0.0	?	.	-3
34	0.7	5	.	-1
35	0.4	-6	.	4
36	0.0	4	7	-5
37	0.5	-9	-5	-19
38	0.1	5	-6	10
39	0.3	8	9	5
40	0.2	6	.	-25
41	0.0	-4	0	-10
42	0.0	-5	4	-18
43	-0.2	-15	4	-28
44	0.3	-11	5	4
45	0.1	-1	.	-7

3 structures out of the list, arranged by length of the SMILES, lowest first:
No.	compound	ERAP1 HTS inh	E-selectin induc	RAD54 branch	ERp5 block
45	COc1ccc(-c2nnn(-c3cc(Cl)cc(Cl)c3)c2N)cc1	2	.	.	1
41	Cc1ccccc1-c1nc(NC(C)C)nc2cc(-c3ccccc3)sc12	0	.	-4	1
44	O=C(C[C@@H]1C[C@H]2c3cc(NC(=O)Nc4ccccc4)ccc3O[C@H]2[C@H](CO)O1)NCc1ccncc1	-3	-0.3	-7	-3

No.	Xi reactivation	S100A4 inh HTS	esBAF inh	RAD52 inh
45	0.1	-1	.	-7
41	0.0	-4	0	-10
44	0.3	-11	5	4

(next part)
No.	compound	ERAP1 HTS inh	E-selectin induc	RAD54 branch	ERp5 block
46	CN1CCCCC(NC(=O)c2ccc(Cl)cc2Cl)C1=O (centres undefined)	-2	-0.4	.	1
47	COc1ccc(S(=O)(=O)Nc2ccc3c(c2)C(=O)N([C@H](C)CO)C[C@@H](C)[C@H](CN(C)S(=O)(=O)c2ccc(F)cc2)O3)cc1	0	0.2	0	-3
48	Cc1ccccc1S(=O)(=O)NCC[C@H]1CC[C@@H](NC(=O)C2CC2)[C@@H](CO)O1	0	-0.3	-3	2
49	COc1cc(O)c(C(CC(=O)N2CCCCC2)c2ccc3c(c2)OCO3)c(OC)c1 (centres undefined)	.	-0.2	-1	.
50	Nc1cc(N)nc(SCC(=O)N2CCN(S(=O)(=O)c3ccccc3)CC2)n1	-1	.	-15	7
51	CCOc1ccc(Nc2cc(=O)oc3ccccc23)cc1	2	.	-8	3
52	C[C@@H]1CN([C@@H](C)CO)C(=O)c2cc(NC(=O)Nc3ccccc3)ccc2O[C@@H]1CN(C)Cc1ccc(C(=O)O)cc1	-1	0.0	-5	2
53	C[C@H](CO)N1C[C@H](C)[C@@H](CN(C)C(=O)Nc2ccc(F)cc2)OCCCC[C@H](C)Oc2ccc(NC(=O)NC3CCCCC3)cc2C1=O	1	0.6	-2	5

No.	Xi reactivation	S100A4 inh HTS	esBAF inh	RAD52 inh
46	0.1	-8	.	4
47	0.2	-5	-2	-13
48	0.0	13	0	10
49	0.0	.	9	.
50	-0.1	-2	.	-2
51	.	5	18	-10
52	0.0	1	2	-5
53	0.4	-9	3	-1

Assay outcomes (PubChem)
